Assay outcomes as filed in PubChem.
NCI-60 one-dose screen, 48 h, at 10 µM unless noted. Numbers give growth in % (100 = growth as untreated, 0 = no growth, -100 = all killed).
NCI-H460: NCI-H460 lung cancer; 82,000 compounds, 6.8% hits; AID 1794736
NCI-H23: NCI-H23 lung cancer. 80,000 compounds, 4% hits. AID 1794731
NCI-H522: NCI-H522 lung cancer. 78,000 compounds, 8% hits. AID 1794739
HCT-15: HCT-15 colon cancer; 82,000 compounds, 5.2% hits; AID 1794746
COLO 205: COLO 205 colon cancer; AID 1794742; 79,000 compounds, 7.3% hits
NCI-H322M: NCI-H322M lung cancer; 80,000 compounds, 2.7% hits; AID 1794733
NCI/ADR-RES: NCI/ADR-RES ovarian cells. 81,000 compounds, 4.4% hits
HCT-116: HCT-116 colon cancer | AID 1794798 | 82,000 compounds, 7.3% hits
NCI-H226: NCI-H226 lung cancer. 79,000 compounds, 3.5% hits
Numbers without * were called inactive; . = no result given; & = joins results of further samples; [ ] = another dose, or the depositor's remark. Rule for the calls: active = growth percent below 10; inactive = the rest. Hits appear at their usual frequency; overall some 12% were active at least once.

SMILES	NCI-H460	NCI-H23	NCI-H522	HCT-15	COLO 205	NCI-H322M	NCI/ADR-RES	HCT-116	NCI-H226
COc1cc(/C(=C2/O[C@@H]([C@H]3COC(C)(C)O3)[C@H]3OC(C)(C)O[C@@H]23)c2cccc(N)c2)cc(OC)c1OC	114	98	112	111	126	117	74	95	95
Nc1ncnc(N2CCOCC2)n1	115	97	78	108	110	107	100	103	99
Cc1[nH]c(C(=O)Nc2ccccc2OCc2cccc(C(=O)NCCN)c2)cc1F	104	97	96	97	122	95	97	102	93
Nc1ccc(C(=O)O)c(C(=O)O)c1	107	98	95	101	.	94	103	95	84
N=C(N)SCc1cccs1	98	95	84	.	121	94	90	86	94
Cn1c(=O)c2ccc(-c3cc4ccccc4oc3=O)nc2n(C)c1=O	101	92	101	98	112	153	93	90	113
C[N+](C)(CCO)C(c1ccccc1)c1ccccc1	105	94	102	97	109	95	100	103	104
Cc1ccc(C2=N[C@@H](C(C)OCc3ccccc3)C(=O)c3c(nc4ccccn34)N2)cc1 (stereo partly specified)	102	94	107	90	100	102	92	81	82
C=C1CCC2C(C)(CO)C(O)CCC2(C)C1C/C=C1/C(=O)OCC1Oc1ccccc1C (stereo unspecified)	104	94	24	56	105	99	81	71	80
O=S(=O)(NCCNc1cc(-c2c(-c3cccc(O)c3)nc3sccn23)ccn1)c1ccc(Br)cc1	54	76	66	45	.	81	80	48	62
COc1cc(/C=C2\SC(=O)NC2=O)ccc1OCC(=O)Nc1ccc(C(=O)/C=C/c2cc3ccccc3nc2Cl)cc1	96	69	73	90	116	99	98	-62*	96
COc1ccc(C(=O)/C=C/c2ccc(Oc3nc4c(c(=O)n(C)c(=O)n4C)n3C)c(OC)c2)cc1	83	85	57	83	116	97	63	55	87
COc1cc2oc(-c3ccc(NC(=O)c4ccc(F)cc4)cc3)cc(=O)c2c(OC)c1OC	.	94	92	94	.	90	96	102	99
CCCCOC(=O)c1ccc(NC(=O)CCCCl)cc1	106	98	80	78	108	97	97	82	94
O=C1NCN(CCO)CN1	105	99	103	109	120	94	102	106	105
C=C(C)[C@@H]1CC[C@]2(C(=O)OC)CC[C@]3(C)[C@H](CC[C@@H]4[C@@]5(C)CC/C(=N\OCCC(=NCCC#N)NOCCC#N)C(C)(C)[C@@H]5CC[C@]43C)[C@@H]12	4.2*[100 µM]	22[100 µM]	13[100 µM]	34[100 µM]	18[100 µM]	46[100 µM]	17[100 µM]	4.2*[100 µM]	2.4*[100 µM]
CCN(CC)C(=O)Cn1cc([N+](=O)[O-])cc1[N+](=O)[O-]	100&107	99&116	92&99	104&96	118&104	98&95	109&102	110&102	102&94
Cc1cc2c3c(c1)c(=O)cc(-c1ccccc1)n3C(C)C2 (stereo unspecified)	105	106	101	100	117	105	117	98	119
COc1ccc(/C=N\NC(=O)c2cnn(CC(O)c3ccccc3)c2N)cc1OCc1ccccc1 (stereo unspecified)	76	78	84	54	83	92	67	75	75
CCOC(=O)C1=CCC(n2cc(C)c(=O)[nH]c2=O)O1 (stereo unspecified)	114	102	.	111	90	101	101	102	90
O=C(CNC(=O)c1nc(-c2ccccc2)n(-c2ccc(Cl)cc2)n1)NO	103	94	89	109	97	.	101	90	96
C=C1C(=O)O[C@H]2[C@H]1CC/C(COC(=O)c1cn(C)c3ccccc13)=C\CC[C@@]1(C)O[C@@H]21	40	22	-85*	-45*	-80*	85	3.3*	-78*	-37*
N#Cc1c(-c2ccc([N+](=O)[O-])cc2)cc(-c2ccc(NC(=O)CSc3nc4ccccc4c(=O)n3-c3ccccc3)cc2)nc1N	100	95	79	95	108	100	97	92	.
O=S(=O)(Nc1ncccn1)c1ccc(Nc2nc(N3CCOCC3)c3ccccc3n2)cc1	106	100	74	97	100	85	108	86	93
CC(=O)n1nc(C(=O)OCc2ccccc2)c2cc(F)c(F)cc21	103	94	97	91	104	94	103	98	109
SMILES	NCI-H460	NCI-H23	NCI-H522	HCT-15	COLO 205	NCI-H322M	NCI/ADR-RES	HCT-116	NCI-H226
CN(C)C(=O)c1cc(CCCOc2ccc(-c3noc(C(F)(F)F)n3)cc2N)on1	98	97	74	88	.	99	102	90	99
CC(=O)C1=C(C)NC(SCc2nnc(-c3ccc(C)cc3)o2)=NC1c1ccc(F)cc1 (stereo unspecified)	106	95	86	101	115	93	98	94	90
CC1=C(C)C(=O)OC([C@](C)(O)C2(O)CCC3C4C(CC[C@@]32C)[C@@]2(C)C(=O)C=CC[C@]2(O)[C@H]2O[C@@H]42)C1 (stereo partly specified)	105	96	92	96	108	97	101	102	96
O=C1C2C(C(=O)N1c1ccc([N+](=O)[O-])cc1)C1c3ccccc3C2C2CCCCN21 (stereo unspecified)	123	109	96	100	112	100	119	94	107
CCNC(=O)c1ccc(Cl)c(Cl)c1	103	98	92	102	107	119	105	103	93
CCOc1cccc(/C=N/NC(=O)c2cccc(Nc3ccnc(C(F)(F)F)c3)c2)c1O	7.9*	25	40	29	37	36	38	13	33
CCn1ncc2c(NNS(=O)(=O)c3ccccc3)ncnc21	107	104	100	106	104	108	102	104	92
C=CCN1CC(=O)N(/N=C2\C(=O)Nc3ccccc32)C1=S	90	94	79	98	103	95	98	91	89
COC(=O)CCCC1CCC(CCCC(=O)OC)CC1 (stereo unspecified)	111	99	90	104	120	105	97	99	108
Cc1[nH]c(/C=C/C(=O)c2ccc(C(F)(F)F)c(F)c2)c(C)c1C(=O)N1CCCC1	100&100	94&99	90&83	95&100	102&100	88&91	99&98	86&99	89&86
CCCCC1(/C=N/NC(N)=O)NC(=O)NC1=O (stereo unspecified)	110	99	82	110	98	96	110	100	95
Nc1cc(N)cc([N+](=O)[O-])c1	118&105	101&96	.	94&101	104&103	108&101	100&100	101&102	90&97
O=C1NN(C(=O)c2ccc(O)cc2)C(c2ccccc2)=N/C1=C/c1ccoc1	87	86	79	94	94	95	89	90	83
N#Cc1c(NC(=O)c2ccc(C(F)(F)F)cc2)sc2c1CCC(O)=C2	15	24	1.6*	9.2*	61	46	-33*	24	47
Brc1ccc2[nH]c3c(Br)cc(Br)cc3c2c1	106	92	.	87	99	83	100	100	94
O=C1NC(=S)NC(=O)C1=Cc1ccccc1C(=O)O	110	102	89	102	114	109	108	104	93
O=COCCCc1ccccc1	107	109	81	107	106	104	108	96	95
N/N=C(/C(=O)c1ccccc1)c1ccccc1	109&108	104&97	99	98&96	126&110	122&119	108&99	101&105	107&91
Oc1ccccc1C1=NC(c2ccccc2)NC(c2ccccc2)C1 (stereo unspecified)	106	97	76	80	116	97	108	89	109
C[N+](C)(Cc1ccc(Cl)cc1)Cc1ccc(Cl)cc1	107	94	85	98	100	92	106	90	97
CC1(C)C2CC=C(/C=N\N=C\C3=CCC4CC3C4(C)C)C1C2	102	104	97	99	105	93	101	93	94
COc1cc(C2c3cc(O)c(OC)cc3CC(C(=O)O)C2CO)ccc1O (stereo unspecified)	115	97	.	93	114	96	102	105	100
O=[N+]([O-])c1cccc(C2NC(Cl)=C(Cl)c3c2sc2c(F)cccc32)c1 (stereo unspecified)	99	91	87	102	115	102	103	87	86
Cc1ccc(-c2cn3ccc(N)nc3n2)cc1	104	98	100	106	134	92	89	98	95
Fc1ccc2[nH]c3c(NCCCN4CCOCC4)ncnc3c2c1	54	83	58	91	53	54	73	47	62

Whole records from above. Order of values: NCI-H460, NCI-H23, NCI-H522, HCT-15, COLO 205, NCI-H322M, NCI/ADR-RES, HCT-116, NCI-H226
Entry for Oc1ccccc1C1=NC(c2ccccc2)NC(c2ccccc2)C1 (stereo unspecified) → 106, 97, 76, 80, 116, 97, 108, 89, 109
Entry for Fc1ccc2[nH]c3c(NCCCN4CCOCC4)ncnc3c2c1 → 54, 83, 58, 91, 53, 54, 73, 47, 62
Entry for CCCCC1(/C=N/NC(N)=O)NC(=O)NC1=O (stereo unspecified) → 110, 99, 82, 110, 98, 96, 110, 100, 95
Entry for O=C1C2C(C(=O)N1c1ccc([N+](=O)[O-])cc1)C1c3ccccc3C2C2CCCCN21 (stereo unspecified) → 123, 109, 96, 100, 112, 100, 119, 94, 107

The listing continues.
SMILES	NCI-H460	NCI-H23	NCI-H522	HCT-15	COLO 205	NCI-H322M	NCI/ADR-RES	HCT-116	NCI-H226
CC(C)(C)c1ccc(S(=O)(=O)/N=C(\N)Nc2nc3ccccc3s2)cc1	107	93	78	112	99	98	95	96	79
CCN(CC)CCN(C(=O)Oc1ccccc1)c1ccccc1	106	97	92	105	108	95	107	96	93
O=[N+]([O-])c1cc(C(F)(F)F)ccc1SSc1ccc(C(F)(F)F)cc1[N+](=O)[O-]	102	102	100	95	87	112	95	107	99
OCCN1CCCCCC1	105	104	.	99	127	87	107	102	105
Cc1cc(C)cc(C(=O)c2cc(Cl)ccc2OCCn2c(=O)ccn(CCOc3ccc(C(C)(C)C)cc3)c2=O)c1	77	75	80	68	68	101	60	60	63
Fc1ccc(Cn2cc(CSc3nc4ccccc4o3)nn2)cc1F	104	98	76	93	116	87	98	92	97
CCN(CC)CCOC(=O)Nc1ccccc1	104	111	95	98	108	107	104	97	97
c1ccc(N2CCN(C3c4ccccc4-c4ccccc43)CC2)cc1	113	104	75	99	107	99	101	98	100
Cc1sc2ncnc(Sc3nc4ccccc4[nH]3)c2c1C	-79*	57	-79*	-38*	-75*	-18*	20	-71*	.
CC(C)c1cc(C(C)C)c(S(=O)(=O)OCCO[C@H]2Cc3cc4ccc(=O)oc4cc3OC2(C)C)c(C(C)C)c1	70	55	56	58	.	81	76	39	70
Nc1cc(=O)[nH]c(SCC(=O)Nc2nc(-c3ccccc3)cs2)n1	108	91	78	93	108	101	100	95	91
CC(=O)Nc1ccc(-c2cn(-c3cccc(C(=O)Nc4cc(Cl)cc(Cl)c4)c3)nn2)cn1	120	100	104	103	125	120	107	98	91
O=C(Cn1nnc2ccccc21)N/N=C/c1ccccc1O	39	77	78	30	57	58	56	63	87
COc1ccc2cc([C@H](C)C(=O)Oc3cc(C)ccc3C(C)C)ccc2c1	110	110	92	102	.	110	105	100	97
O=C(Nc1ccc(I)cc1F)c1cc(-c2ccc(F)cc2F)ccc1O	2.0*	-22*	-9.6*	5.3*	-36*	6.2*	-8.3*	17	-7.1*
Cn1cc(-c2nnc(N)nc2-c2c[nH]c3ccc(Br)cc23)c2ccccc21	100	101	84	71	110	95	106	74	102
O=C1/C(=C\c2cccnc2)SC(=S)N1CCc1ccc(O)cc1	19	50	12	19	80	91	48	15	94
CC(C)(C)Nc1c(-c2c(O)c3ccccc3oc2=O)nc2sccn12	101	102	97	92	117	117	106	104	104
COc1ccc2sc3c(N)nc4ccccc4c3c(=O)c2c1	90	92	88	98	104	89	96	91	89

Some values from the list:
NCI-H322M with Cn1cc(-c2nnc(N)nc2-c2c[nH]c3ccc(Br)cc23)c2ccccc21 stands at 95
NCI-H322M with CC(C)(C)c1ccc(S(=O)(=O)/N=C(\N)Nc2nc3ccccc3s2)cc1 stands at 98
HCT-15 with CCN(CC)CCN(C(=O)Oc1ccccc1)c1ccccc1 stands at 105
NCI-H23 with c1ccc(N2CCN(C3c4ccccc4-c4ccccc43)CC2)cc1 stands at 104
NCI-H322M with Cc1sc2ncnc(Sc3nc4ccccc4[nH]3)c2c1C stands at -18*
NCI-H226 with O=[N+]([O-])c1cc(C(F)(F)F)ccc1SSc1ccc(C(F)(F)F)cc1[N+](=O)[O-] stands at 99
